SSB-PriA inh: blocks PriA binding to SSB C-terminal tail | AlphaScreen SSBct-PriA binding, biotinylated peptide | inhibition, % at 33 µM | 430,000 compounds, 0.6% hits; in the data active = inhibition mostly above about 37%, no sharp cut-off; inactive = mostly below about 20%;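 also: plate controls were negative control peptide for no effect and reference peptide for full effect; strong numbers were not always called active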
Active calls of the source: *; & = joins results of further samples. An excerpt; count on the stated rates, not on these rows.

Start of the data: the first four entries, ahead of the listing:
Screening CO[C@@](C)(CNC(=O)c1ccc(Cl)s1)c1ccccc1F returned SSB-PriA inh -3.0.
Screening CSc1cccc(NC(=O)Cn2nc3ccc(SC(C)(C)C)nn3c2=O)c1 returned SSB-PriA inh -15.0.
Cc1nn(-c2ccccc2)c2sc(C(=O)N3CCCc4ccccc43)cc12 was read as SSB-PriA inh -10.0&-6.0.
Screening Cc1csc2nc(O)c(C(=O)NCc3ccncc3)c(=O)n12 returned SSB-PriA inh 3.0.

This part in full (from the top)
Screening CO[C@@](C)(CNC(=O)c1ccc(Cl)s1)c1ccccc1F returned SSB-PriA inh -3.0.
Screening CSc1cccc(NC(=O)Cn2nc3ccc(SC(C)(C)C)nn3c2=O)c1 returned SSB-PriA inh -15.0.
Cc1nn(-c2ccccc2)c2sc(C(=O)N3CCCc4ccccc43)cc12 was read as SSB-PriA inh -10.0&-6.0.
Screening Cc1csc2nc(O)c(C(=O)NCc3ccncc3)c(=O)n12 returned SSB-PriA inh 3.0.
CN1C(=O)C(C)(C)COc2ccc(N)cc21 was read as SSB-PriA inh 22.0.
Screening CNC(=O)C1Cc2ccccc2N1 (configuration not stated) returned SSB-PriA inh 13.0.
COc1ccc(C(N)=NOC(=O)CSc2ccccc2)cc1OC was read as SSB-PriA inh -34.9.
O=C(O)COc1ccccc1C=Nn1c(C2CCCCC2)n[nH]c1=S was read as SSB-PriA inh -9.7.
Screening CN(C)C=NS(=O)(=O)c1cccn1-c1ncc(C(F)(F)F)cc1Cl returned SSB-PriA inh -7.2.
Screening C=CCOc1ccc(C=NO)cc1Cl returned SSB-PriA inh 2.8.
`O=C(CSCC(=O)N1CCOCC1)Nc1nc(-c2ccccc2)c(-c2ccccc2)s1` gave SSB-PriA inh 8.0.
Screening CCCc1cnc2c(c1SCC(=O)Nc1nc3ccccc3s1)c(=O)n(C)c(=O)n2C returned SSB-PriA inh -14.0.
CSCC[C@](C)(O)CNS(=O)(=O)c1ccc(C(F)(F)F)cc1 was read as SSB-PriA inh -8.0.
For COc1cccc2c(=O)[nH]ccc12 the results were SSB-PriA inh -7.0&-1.0.
Screening COc1ccccc1-n1ncc2c(C(C)C)nnc(SCc3cccnc3)c21 returned SSB-PriA inh -17.0.
`O=C(NCCN1Cc2cc(Cl)ccc2OCC1=O)c1ccncc1` gave SSB-PriA inh -4.0.
`COc1ccc(N2CC(C(=O)NCc3cc(-c4cccs4)on3)CC2=O)cc1` (configuration not stated) gave SSB-PriA inh -4.0.
`CSc1ccccc1C(=O)Nc1cc(C)nn1-c1nc2c(cnn2-c2ccc(C)c(C)c2)c(=O)[nH]1` gave SSB-PriA inh 15.0.
CC(=O)c1cccc(NC(=O)Cc2cc(=O)oc3cc(C)ccc23)c1 was read as SSB-PriA inh -9.0.
`CCn1ccc(C(=O)Nc2nc3c(Cl)ccc(Cl)c3s2)n1` gave SSB-PriA inh -11.0&-7.0.
`Cc1cc(O)c(C=NNc2cccc(Cl)c2)c(=O)o1` gave SSB-PriA inh 1.0.
`CC(=O)c1ccc(S(=O)(=O)NCC[C@H](O)c2ccoc2)cc1` gave SSB-PriA inh 1.0.
For CCOc1cccc2cc(-c3csc(NC(=O)c4cccc(C(F)(F)F)c4)n3)oc12 the results were SSB-PriA inh -6.0.
Screening O=C(c1ccccc1Cl)c1cc(Br)ccc1NC(=O)C1CC1 returned SSB-PriA inh 8.0.
Screening O=C(Nc1cccc(-c2cn3ccsc3n2)c1)c1ccc2ccccc2c1 returned SSB-PriA inh 19.0.
`Nc1ccc(S(=O)(=O)NCCCCCC(=O)O)cc1` gave SSB-PriA inh -10.0.
Screening COc1ccc(OCCNC(=O)N2CCN(Cc3ccccc3)CC2)cc1 returned SSB-PriA inh -8.0.
Screening COCCN1CCC(CNC(=O)c2ccc(Cl)c(Cl)c2)CC1 returned SSB-PriA inh 10.0.
For COc1ccc(C=NNC(=O)c2cccc(NC(C)=O)c2)c(C(=O)O)c1OC the results were SSB-PriA inh 3.8.
For COc1ccc(C(C)=NNC(=O)CSc2nnc(C)s2)cc1 the results were SSB-PriA inh -14.4.

Structural class, the entries above containing a furan ring, fused or not
`CC(=O)c1ccc(S(=O)(=O)NCC[C@H](O)c2ccoc2)cc1` gave SSB-PriA inh 1.0.
For CCOc1cccc2cc(-c3csc(NC(=O)c4cccc(C(F)(F)F)c4)n3)oc12 the results were SSB-PriA inh -6.0.

The listing picks up; the 4 compounds before the break are reprinted first.
Screening COc1ccc(OCCNC(=O)N2CCN(Cc3ccccc3)CC2)cc1 returned SSB-PriA inh -8.0.
Screening COCCN1CCC(CNC(=O)c2ccc(Cl)c(Cl)c2)CC1 returned SSB-PriA inh 10.0.
For COc1ccc(C=NNC(=O)c2cccc(NC(C)=O)c2)c(C(=O)O)c1OC the results were SSB-PriA inh 3.8.
For COc1ccc(C(C)=NNC(=O)CSc2nnc(C)s2)cc1 the results were SSB-PriA inh -14.4.
For O=C(NCCc1ccccc1)C(=O)NCC1CCN(Cc2ccccc2)CC1 the results were SSB-PriA inh -14.0.
COc1cc(OC)cc(-c2nnc(NC(=O)c3ccno3)o2)c1 was read as SSB-PriA inh -9.0.
Clc1cccc(CSc2nnc3ccc(-c4cccnc4)nn23)c1 was read as SSB-PriA inh -19.0.
`Cc1nc(SCc2ccc(C(F)(F)F)cc2)c2c(=O)n(C)c(=O)n(C)c2n1` gave SSB-PriA inh -5.0.
Screening O=C(NCC1CCN(C2CCCC2)CC1)c1cccs1 returned SSB-PriA inh -12.0.
For O=C(Nc1cccc(-c2ccc3nnc(-c4cccs4)n3n2)c1)C1CCCC1 the results were SSB-PriA inh 5.0.
`O=C(c1cncc(Br)c1)N1CC(n2cc(-c3ccccc3)nn2)C1` gave SSB-PriA inh -21.0.
COc1ccc(Cl)cc1C(=O)Nc1cc(C(=O)N2CCC(C)CC2)cn(C)c1=O was read as SSB-PriA inh 6.0.
For CC(=O)Nc1ccc(C(=O)NCCNC(=O)c2cccc(C(F)(F)F)c2)cc1 the results were SSB-PriA inh -14.0.
`O=C(NC(=O)C(F)(F)F)Nc1ccccc1OC(F)F` gave SSB-PriA inh -7.0.
Screening Cc1cc(C)c(S(=O)(=O)NN=Cc2ccc3c(c2)OCO3)c(C)c1 returned SSB-PriA inh 23.8.
`COc1cc(-c2nnc(NC(=O)c3ccc(Cl)s3)o2)cc(OC)c1OC` gave SSB-PriA inh -8.0.
For CC(CC(=O)Nc1ccc(Cl)cn1)=NNC(=O)Cc1cccs1 the results were SSB-PriA inh -7.2.
Screening O=c1ccc(-n2cncn2)nn1CCNS(=O)(=O)c1cccnc1 returned SSB-PriA inh -9.0.
Screening COC(=O)c1ccc(NC(=O)Cc2csc(NC(=O)c3ccc(Cl)cc3)n2)cc1 returned SSB-PriA inh -11.0&7.0.
CCOC(=O)c1oc2ccccc2c1NC(=O)C1CCCN1S(=O)(=O)c1ccc(F)cc1 (configuration not stated) was read as SSB-PriA inh -4.0.
For COc1ccc(OC)c(S(=O)(=O)NN=C(C)c2ccc3c(c2)OCO3)c1 the results were SSB-PriA inh -8.2.
`Cn1nc(C(=O)NCC(Cc2cccc(F)c2)n2cccc2)ccc1=O` (configuration not stated) gave SSB-PriA inh -9.0.
For CN(CC(=O)N1CCCSC[C@@H]1CN1CCOCC1)S(C)(=O)=O the results were SSB-PriA inh -4.0.
Cc1cc(=O)[nH]c(SCC(=O)Nc2ncc(Cc3cccc(Cl)c3Cl)s2)n1 was read as SSB-PriA inh -1.0.
CCCn1c(=O)c2cc(F)ccc2n2c(SCC(=O)Nc3ccc(Cl)cc3)nnc12 was read as SSB-PriA inh -9.0.
Screening COc1cccc2c(=O)n(CC(=O)NCc3ccc(F)cc3)ccc12 returned SSB-PriA inh -6.0.
C=CCNC(=S)NN=Cc1ccc(-c2ccc(Br)cc2)o1 was read as SSB-PriA inh 1.6.
`Cc1cc(C)cc(OCCNC(=O)C2CC2)c1` gave SSB-PriA inh -19.0.
For CCOc1cccc2cc(C(=O)Nc3ccc(Br)cc3C(=O)c3ccccc3)oc12 the results were SSB-PriA inh 17.0.
O=C(c1ccc(-c2cccs2)cc1)N1CC(n2cc(-c3ccccc3)nn2)C1 was read as SSB-PriA inh -15.0.
For Cc1cccc2sc(NC(=O)C3COCC(=O)N3Cc3cccs3)nc12 (configuration not stated) the results were SSB-PriA inh -29.0.
Cc1cccn2cc(-c3ccccc3NC(=O)NC3CCCC3)nc12 was read as SSB-PriA inh -6.0.
CC(CCc1ccccc1)NC(=O)Cc1cc(=O)[nH]c(SCc2ccc(F)cc2)n1 (configuration not stated) was read as SSB-PriA inh -16.0.
For CC1(C)NC(=O)N(CC(=O)Nc2nc(-c3ccccn3)cs2)C1=O the results were SSB-PriA inh 106.5*.
`Cn1nccc1C(=O)Nc1nnc(-c2ccno2)o1` gave SSB-PriA inh 7.0.
Screening O=C(CSc1nc2sc3c(c2c(=O)[nH]1)CCCC3)Nc1nccs1 returned SSB-PriA inh -13.0.
`CCc1ccc2ncc(C#N)c(Nc3ccc(C)c(Cl)c3)c2c1` gave SSB-PriA inh -31.0.
C/C(=N/NC(=S)NCCc1ccccc1)c1ccco1 was read as SSB-PriA inh 62.0*.
O=C(c1ccc(Cl)cc1Cl)N1CCN(c2nc3c(F)cccc3s2)CC1 was read as SSB-PriA inh -4.0.
Screening COC(=O)C1CC(Oc2ccccc2F)CN1C(=O)c1ccc2nc(C)sc2c1 (configuration not stated) returned SSB-PriA inh -5.0.
For CCOc1cc(C)c(C(C)C)cc1S(=O)(=O)n1c([N+](=O)[O-])cnc1C the results were SSB-PriA inh -2.0.
COc1cc(OC)cc(C(=O)NCc2n[nH]c(=S)n2-c2cccc(C)c2)c1 was read as SSB-PriA inh -1.0.
Cc1ccccc1C1CC(=O)NC(SCC(=O)NCc2ccccc2)=C1C#N (configuration not stated) was read as SSB-PriA inh -5.0.
COc1ccccc1NC(=O)N1CCC(CNC(=O)c2c(-c3ccccc3Cl)noc2C)CC1 was read as SSB-PriA inh -13.0.
`NC(=O)C1Cc2ccccc2N1C(=O)Nc1cccs1` (configuration not stated) gave SSB-PriA inh 0.0.
Screening CCOc1ccc(CC(=O)Nc2c(C)nc3scc(C)n3c2=O)cc1 returned SSB-PriA inh 0.0.
CCS(=O)(=O)c1ccc(CC(=O)Nc2ccccc2Oc2ccccc2)cc1 was read as SSB-PriA inh -4.0.
Screening O=C1CC(NC(=O)c2cccc3ccccc23)CN1 (configuration not stated) returned SSB-PriA inh -15.0.
`O=C(C1c2ccccc2Oc2ccccc21)N1CCC(Oc2cnccn2)CC1` gave SSB-PriA inh -6.0.
Screening Cc1ccc(-n2nnc(C(=O)OCc3nc(-c4cccc(Cl)c4)oc3C)c2C)cc1F returned SSB-PriA inh -18.0&-6.0.
For Cc1nc(-n2cccc2)sc1C(=O)NCCn1nc(C2CC2)n(-c2ccccc2)c1=O the results were SSB-PriA inh 5.0.
`Cc1cc(C)c(NC(=O)CSc2ncnc3c2nnn3Cc2ccccc2F)c(C)c1` gave SSB-PriA inh -12.0.
For O=C(NCCc1csc(-c2ccc(Cl)cc2)n1)c1c(F)cccc1Cl the results were SSB-PriA inh -15.0.
`COc1ccc(N(C(C)C(=O)NN=Cc2cccnc2)S(C)(=O)=O)cc1` (configuration not stated) gave SSB-PriA inh -2.8.
Screening CCOC(=O)c1sc(NC(=O)c2cc(C)on2)nc1-c1ccccc1 returned SSB-PriA inh 10.0.
CCc1ccc[n+](-c2[nH]c(=O)sc2C=NN=C(N)[O-])c1 was read as SSB-PriA inh -8.1.
`Cc1ccc(-c2noc(-c3nn(-c4cccc(Br)c4)ccc3=O)n2)cc1C` gave SSB-PriA inh -7.0.
NCC(=NO)c1ccc(Cl)cc1Cl was read as SSB-PriA inh 13.4.
O=C(O)c1ccc(Cl)c(S(=O)(=O)N2CCCC2C(=O)O)c1 (configuration not stated) was read as SSB-PriA inh -9.0.
For O=C(ON=Cc1ccc(N2CCCCC2)c([N+](=O)[O-])c1)c1ccc(Cl)cc1Cl the results were SSB-PriA inh -7.8.
Cc1ccc(-c2nnc(SCC(=O)NN=Cc3c(C)nn(-c4ccccc4)c3C)n2-c2ccccc2)cc1 was read as SSB-PriA inh -2.6.
For COc1ccc(Cl)cc1C(=O)NCC1CCN(Cc2ccco2)CC1 the results were SSB-PriA inh 6.0.
For Cc1ccc(NC(=O)C(=O)NCC2CCN(Cc3ccsc3)CC2)cc1N1CCCC1=O the results were SSB-PriA inh -5.0.
Screening O=C(Nc1ccc(F)cc1)Nc1nc(C(=O)NCCc2ccc(Cl)cc2)cs1 returned SSB-PriA inh -13.0&-1.0.
Screening CCCN1C(=O)C(C)(C)COc2ccc(NS(=O)(=O)CC)cc21 returned SSB-PriA inh 0.0.
CCOC(=O)C1CCCN(C(c2cccs2)C2Sc3nc(CC)nn3C2=O)C1 (configuration not stated) was read as SSB-PriA inh -1.0.
For O=C(CSc1ccc(NC(=O)c2ccco2)nn1)Nc1nc2ccccc2s1 the results were SSB-PriA inh -16.0&-8.0.
`CCOC(=O)c1ccc(NC(=O)CS(=O)(=O)c2ccc(Cl)cc2)cc1` gave SSB-PriA inh -4.0.
CC(=NNC(=O)c1ccco1)c1ccc(Br)s1 was read as SSB-PriA inh -23.1.
For O=C(Cn1c(=O)c2sccc2n(Cc2ccccc2F)c1=O)NCc1ccccc1Cl the results were SSB-PriA inh 5.0.
`COC(=O)c1cc(OC)c(OC)cc1NC(=O)C1Cc2ccccc2C(=O)O1` (configuration not stated) gave SSB-PriA inh 16.0.
Screening COc1cc(C(=O)n2nc(C)c(Sc3ccc(Cl)cc3)c2C)cc(OC)c1OC returned SSB-PriA inh -13.0.
For O=S(=O)(/C=C/c1ccccc1)Nc1ccc(-c2csc(Nc3cccnc3)n2)cc1 the results were SSB-PriA inh 6.0.
`Cc1cc(C(=O)CN2CCOCC2)c(C)n1-c1cccc(C(F)(F)F)c1` gave SSB-PriA inh 0.0.
O=S(=O)(c1ccc(C(F)(F)F)cc1)N1C2CCC1COC2 was read as SSB-PriA inh 0.0.
For C=C(C)COc1ccc(-c2n[nH]c(C)c2Oc2ccc(C(=O)OCC)cc2)c(O)c1 the results were SSB-PriA inh -6.0.
Screening Cc1cccc2sc(NC(=O)Cc3csc(Nc4cccc(C(F)(F)F)c4)n3)nc12 returned SSB-PriA inh 12.0.
Screening O=C(NCc1nccc(N2CCOCC2)n1)c1cnccn1 returned SSB-PriA inh -29.0.

Source: PubChem (Small Molecule Screening Facility, UW Madison)
